Autophagy HCS: autophagy modulation, high-content screen; MEF GFP-LC3 puncta imaging; test concentration mostly 10 µM; calls only at 10 µM (by protocol); 190,000 tested, 0.98% active;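 active = percentage of spot-positive cells more than 3 SD above its plate mean, without a fluorescence outlier flag or 80% toxicity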;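 also: spot-positive cell cutoff set from DMSO-treated cells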
WT yeast gro inh: growth inhibition of WT yeast, mitochondrial fusion screen; 190,000 tested, 2.1% active; mitochondrial fusion phenotypic screen, WT strain; inhibition, % at 10 µM; in the data active = inhibition above about 58%; tested in S. cerevisiae
ER stress rescue: rescue of cells from ER stress-induced death, primary screen, 384-well, CSM14.1, thapsigargin, ATP luminescence (AID 1222); CSM14.1 thapsigargin-induced death rescue, ATP luminescence; higher % means a stronger effect; one-dose cellular ATP content (survival), % at 20 µM; EC50 in µM for titrated hits; 190,000 tested, under 10 active;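 active = EC50 below 50 µM in the dose-response confirmation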;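 also: death triggered by thapsigargin at about 15 µM added after 2 h compound pretreatment; cell ATP read after overnight thapsigargin exposure of roughly 18 to 22 hours; normalized against plate controls of thapsigargin alone and 5% DMSO vehicle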
Dynein transport: dynein cargo transport inhibition. 3617.4 mouse cells, GR-EGFP nuclear translocation imaging; test concentration mostly 20 µM; stimulated with dexamethasone, 1 µM; stronger effect = lower value. z-score, hits read low. 220,000 tested, 0.47% active;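 active = plate z-score of nuclear minus cytoplasmic receptor signal below a set negative limit, without overly bright fluorescence or cell loss, cut at about -3.5 in these data, passing the limit was not always enough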;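 also: z-score of nuclear minus cytoplasmic ring GR-EGFP intensity difference per well; some compounds called inactive have numbers as strong as hits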
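medium = tetracycline-free induction medium containing charcoal-stripped FBS | also added = 1.0 µM final dexamethasone stimulus | schedule = 48 h induction, 1 h compound, 30 min dex at 37 °C | technique = fixed, Hoechst-stained cells imaged at 10x for EGFP | measure = GR-EGFP nuclear translocation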
XIAP displacement: small molecules displacing peptide from XIAP – biochemical, IAP family, fluorescence polarization (AID 1018) | 200,000 tested, 0.007% active | XIAP BIR domain, fluorescence polarization peptide displacement; higher % means a stronger effect | displacement, % at 20 µM; hits with a dose series show IC50 in µM; in the data active = displacement above about 50%; also: a part of the inactive calls stands beside numbers as strong as those of hits
Insulin prom up: MIN6 insulin promoter up-regulation | MIN6 insulin promoter-GFP reporter, high-content imaging; stronger effect = higher value | z-score at 5 µM | 190,000 tested, 0.3% active | AID 1625;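 active = z-score above 3 at 5 µM with at least 500 cells counted in the well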
Lipid droplet: hepatic lipid droplet formation modulation. AML12 mouse hepatocytes, oleate lipid droplets, BODIPY imaging. inhibition, % at 6.5 µM. 240,000 tested, 0.4% active. AID 1656;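 active = lipid droplet intensity inhibited by at least 50%, with more than 500 cells counted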
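Assay system: AML12 mouse liver cells | Compound: 6.5 µM single-point dosing | Schedule: Overnight exposure | Technique: Fluorescence imaging, 20x objective, two fields per well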
MT stabilize HCS: microtubule stabilization, imaging screen | HeLa tubulin immunostaining HCS, 24 h; share of cells brighter than vehicle mean+2SD | % tubulin-high responders, % at 10 µM | 200,000 tested, 0.83% active;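 active = plate Z-score above 3 for both tubulin-high and condensed-nucleus cell shares, with cell loss under 80%, at 10 µM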;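 also: anti alpha tubulin signal scored within the nucleus-defined area of each cell; some results filed as inactive read as strong as hits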
b-catenin transl: modulators of beta-catenin nuclear translocation. HeLa beta-catenin nuclear translocation, immunofluorescence imaging. nuclear translocation activity, % at 5 µM. 190,000 tested, 0.3% active. AID 1665;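 active = nuclear translocation activity above 50% at 5 µM, with a well cell count of 50 or more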;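 also: per-cell ratio of nuclear to cytoplasmic median beta-catenin stain intensity; plate controls were DMSO negative control for no effect and GSK-3 inhibitor IX positive control for full effect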
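Technique: fluorescence imaging of beta-catenin antibody stain plus DAPI / Material: human HeLa cell line / Incubation: compound treatment 24 h, 37°C, 5% CO2 / Read-out basis: % activation of per-cell nuclear versus cytoplasmic median beta-catenin signal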
WT yeast gro inh mutant strain: also measured in WT yeast gro inh; calls as there; inhibition, %; mitochondrial fusion phenotypic screen, mutant strain inhibition
Dynein transport cytoplasmic EGFP: also measured in Dynein transport; calls as there; z-score; measured here: cytoplasmic GR-EGFP intensity; stronger effect = higher value
Dynein transport nuclear GR-EGFP: second read-out of Dynein transport, no call of its own (marks repeat the call); z-score; measured here: nuclear GR-EGFP intensity;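 lower value marks the stronger effect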
Dynein transport cell count: also measured in Dynein transport; calls as there; z-score; measured here: cell count per field
Insulin prom up cell count: also measured in Insulin prom up; calls as there; cell count; measured here: cytotoxicity, nuclei count;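 total cells summed across four imaged fields per well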
Lipid droplet cells 6.5 µM: also measured in Lipid droplet; calls as there; cell count; measured here: cell count, cytotoxicity flag;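 cells counted across two imaged fields per well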
b-catenin transl cell count 5 µM: second read-out of b-catenin transl, no call of its own (marks repeat the call); cell count; measured here: cell count, cytotoxicity flag
MT stabilize HCS Hoechst-high %: recorded beside MT stabilize HCS, whose call it bears; % Hoechst-high responders; measured here: nuclear condensation Hoechst responders;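 share of cells brighter than vehicle mean plus two SD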
MT stabilize HCS cytotoxicity %: recorded beside MT stabilize HCS, whose call it bears; toxicity, %; measured here: cytotoxicity by cell density;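 0% = mean cell density of plate MIN control wells and 100% = no cells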
Autophagy HCS cell loss 18 h: further read-out of Autophagy HCS, marked with its call; toxicity, %; measured here: cell loss, nuclei count;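 cell loss after 18 h compound exposure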
* = called active by the depositor; i = inactive; . = no result given; + = active, no number; & = joins results of further samples.

smiles	Autophagy HCS	Autophagy HCS cell loss 18 h	WT yeast gro inh	WT yeast gro inh mutant strain	ER stress rescue	Dynein transport	Dynein transport cytoplasmic EGFP	Dynein transport nuclear GR-EGFP	Dynein transport cell count	XIAP displacement	Insulin prom up	Insulin prom up cell count	Lipid droplet	Lipid droplet cells 6.5 µM	MT stabilize HCS	MT stabilize HCS Hoechst-high %	MT stabilize HCS cytotoxicity %	b-catenin transl	b-catenin transl cell count 5 µM
CCCCN(C)CC(O)Cn1cc(/C=C/C(=O)c2cccs2)c2ccccc21 (stereo not drawn)	i	7	12	-3	0.0%	0.024	3.6	0.3	0.88	-3.9%	4.8*	1292*	4	624	3.0	4.1	2.8	-0.6	1001
Cc1ccc(-n2nc3c(=S)[nH]nc(C)c3c2C)cc1	i	9	3	10	0.3%	1.8	0.1	1.2	-0.036	0.6%	-0.18	1907	13	608	2.4	0.9	8.9	-0.3	1040
COc1cc(NC(=O)CN(c2ccc(C)cc2)S(=O)(=O)c2c(C)n[nH]c2C)cc(OC)c1	i	1	-27	-10	0.5%	-0.49	-0.2	-0.082	0.83	-8.4%	-0.63	1541	.	.	1.7	1.0	7.2	-1.5	822
O=C(CN(c1ccccc1)S(=O)(=O)c1ccccc1[N+](=O)[O-])Nc1ccccc1C(=O)N1CCOCC1	i	10	7	6	1.7%	0.47	-0.24	0.34	-0.057	-4.6%	-1.5	1436	1	630	4.0	2.5	12	-1.7	988
Cc1ccc(O)c(-c2cc(-c3ccccc3F)[nH]n2)c1	i	12	.	.	3.9%	-0.89	0.026	-0.29	1.3	-24%	1.1	811	-12	746	2.8	1.7	3.5	0.0	1083
CC(=O)c1c(C(=O)O)c2ccccc2[nH]c1=O	.	.	.	.	.	0.42	-0.17	0.9	-0.67	.	1.7	998	-7	600	.	.	.	-0.5	1308
N#Cc1ccc(-c2ccc(OCC(=O)NCCCN3CCCC3=O)cc2)cc1	i	3	-7	13	2.1%	0.15	-0.2	-0.16	-0.66	-5.2%	-1.3	1217	0	703	5.1	1.3	14	2.7	936
Cc1ccc(S(=O)(=O)N(C)CCCC(=O)Nc2cc(C)ccc2C)cc1	i	29	15	-1	0.6%	2.4	0.046	2.9	-2.1	1.4%	-1.1	1128	24	742	3.3	1.7	3.8	3.3	382
CN(C)CCCNc1c2c(c(C#N)c3nc4ccccc4n13)CCC2	.	.	.	.	-0.8%	.	.	.	.	-0.9%	0.07	1149	.	.	.	.	.	-1.6	910
COC(=O)/C(=C\Nc1ccccc1)NC(=O)c1ccc(Cl)cc1Cl	i	-19	-1	-4	-2.8%	0.23	-0.18	0.36	0.46	-2.0%	-0.4	950	-15	757	2.1	1.6	3.7	-6.4	1180
CCN(CC)C(=O)Oc1c(Cl)cc(Cl)c2cccnc12	i	1	-7	4	-0.4%	0.11	-0.25	-0.18	-0.25	-5.3%	-0.01	1545	-9	698	3.4	2.2	12	1.6	1460
COc1cc(OC)cc(C(=O)NCCSC2CCCCC2)c1	i	6	29	28	1.2%	-0.74	-0.3	0.24	0.68	-0.1%	-0.61	1675	-1	674	3.7	2.6	7.6	-2.1	971
CCN1C/C(=C\c2cccc([N+](=O)[O-])c2)C(=O)/C(=C/c2cccc([N+](=O)[O-])c2)C1	i	52	65*	33*	3.6%	-3.7*	0.71*	-2.4*	0.83*	-1.3%	0.84	1126	-3	635	28*	39*	32*	-0.1	451
CN(C)S(=O)(=O)c1cccc(C(=O)Nc2ccc(Cl)cn2)c1	i	0	4	-7	-1.9%	-0.4	-0.23	0.53	0.19	-2.8%	0.13	1099	.	.	2.2	2.1	5.0	-0.4	1200
COC(=O)Cc1csc(N)n1	i	-2&-3	12&-7	20&3	-1.1%	1.1&-0.52	-0.26&-0.18	-0.18&-0.056	0.37&0.14	-5.1%&-4.0%	-0.06	1310	11&12	665&689	3.2&2.2	1.9&2.1	5.2&6.9	-1.2	986
CC(C)=CCC/C(C)=C/CCC(C)NCCN1CCNCC1 (stereo not drawn)	+	6.4*	32	34	-5.7%	0.41	-0.11	0.24	0.0089	-0.1%	-1.1	1148	.	.	3.4	1.8	4.9	0.0	991
CN(C)C(=O)C[n+]1cccc(/C=N/O)c1	i	4	1	-3	-1.1%	0.86	-0.26	0.052	-0.48	0.1%	-0.14	1283	18	695	5.1	1.9	7.2	1.9	915
Cc1occc1-c1nnc(SCC(=O)Nc2ccccc2)n1Cc1ccccc1	i	6	9	2	-0.3%	2.4	-0.13	1.3	-1.6	-4.8%	0.1	1018	.	.	2.5	2.2	1.2	1.1	1163
CCCCC(=O)NC(=S)Nc1ccc(NC(=O)C(C)C)c(OC)c1	i	6	-7	-7	3.0%	-0.68	-0.18	0.1	0.6	-5.0%	0.79	1651	-24	659	3.2	1.3	7.8	-2.7	1078
O=C(Nc1ccc2c(c1)nc1n2CCN(Cc2ccccc2)C1)c1cccs1	i	-1	63*	-12*	-4.3%	-0.55	-0.17	-0.33	0.3	-5.7%	0.12	793	37	719	1.4	1.2	5.9	-0.1	1185

Reprinted from the part before: two compounds, followed by the next part.
smiles	Autophagy HCS	Autophagy HCS cell loss 18 h	WT yeast gro inh	WT yeast gro inh mutant strain	ER stress rescue	Dynein transport	Dynein transport cytoplasmic EGFP	Dynein transport nuclear GR-EGFP	Dynein transport cell count	XIAP displacement	Insulin prom up	Insulin prom up cell count	Lipid droplet	Lipid droplet cells 6.5 µM	MT stabilize HCS	MT stabilize HCS Hoechst-high %	MT stabilize HCS cytotoxicity %	b-catenin transl	b-catenin transl cell count 5 µM
CCCCC(=O)NC(=S)Nc1ccc(NC(=O)C(C)C)c(OC)c1	i	6	-7	-7	3.0%	-0.68	-0.18	0.1	0.6	-5.0%	0.79	1651	-24	659	3.2	1.3	7.8	-2.7	1078
O=C(Nc1ccc2c(c1)nc1n2CCN(Cc2ccccc2)C1)c1cccs1	i	-1	63*	-12*	-4.3%	-0.55	-0.17	-0.33	0.3	-5.7%	0.12	793	37	719	1.4	1.2	5.9	-0.1	1185
CCCN1C(=O)S/C(=C\c2ccc(N3CCOCC3)cc2C)C1=O	i	-10	-10	-24	-1.8%	-2.1	6.8	-0.28	0.51	-5.0%	0.55	939	.	.	4.6	1.9	12	-0.3	862
OC1(c2ccccc2)CN(c2ccccc2)C2=[N+]1CCS2 (stereo not drawn)	i	-22	-14	-6	-2.7%	0.097	-0.28	-0.16	0.86	-6.1%	-0.15	1138	-4	626	3.1	2.2	9.6	.	.
CC1Cc2nc(SCC(=O)Nc3nccs3)n(C)c(=O)c2S1 (stereo not drawn)	.	.	10	-6	.	-0.032	-0.25	0.094	0.25	2.4%	.	.	4	630	6.7	1.9	7.1	3.8	1076
COc1ccc(N2CCN(C(=O)CSc3ccccc3N)CC2)cc1	i	-6	-6	-44	-2.5%	0.19	-0.15	0.11	0.38	-4.4%	1.5	1295	5	755	3.5	1.7	3.9	.	.
COc1ccc(N/C=C2/Sc3ccccc3NC2=O)cc1	i	4	0	-4	-0.7%	0.46	-0.0065	0.28	-1.1	-8.8%	-1.5	1465	1	668	4.3	2.6	0.5	0.1	1014
CC12CCC(c3c(C(=O)O)nn(-c4ccc(F)cc4)c31)C2(C)C (stereo not drawn)	i	3	59*	4.7*	1.3%	-0.45	-0.18	0.024	0.067	-2.9%	-0.07	918	-6	763	1.7	1.2	0.2	-1.8	1153
Cc1ccc(NCc2nnc(SCC(=O)N3CCCc4ccccc43)o2)c(C)c1	i	-13	3	-1	0.4%	0.53	-0.23	0.43	-0.22	-1.7%	1	1118	.	.	3.1	2.2	9.6	-5.3	915
Cc1ccc(S(=O)(=O)N2CCOCC2)cc1C(=O)c1nccn1C	i	6	8	6	-0.7%	0.1	-0.38	0.34	0.86	-6.6%	1.1	1279	-6	682	6.0	2.3	6.5	-2.6	1075
O=C(CCCCCNc1nc(=S)[nH]c2ccccc12)NCCC1=CCCCC1	i	7	6	0	-0.8%	0.46	-0.36	0.23	0.24	-5.5%	-0.04	1321	-1	692	2.4	3.1	5.0	-1.3	1109
CCCCCCc1cc2cc(C(=O)OCC)c(=O)oc2cc1O	.	.	.	.	.	0.63	-0.28	-0.11	0.47	.	-1.7	1318	17	655	.	.	.	0.2	1314
N#C/C(=N/Nc1ccccc1[N+](=O)[O-])C(N)=S	.	.	.	.	.	-0.11	-0.17	0.87	-0.56	.	-0.91	982	-16	769	.	.	.	-1.3	1275
Cc1cc(C)nc(SCc2cnc(C)nc2N)n1	i	-10	-44	8	-0.5%	0.7	-0.24	0.071	0.41	-10%	.	.	25	734	1.2	2.8	9.6	0.4	1469
CCOC(=O)COn1c2c(c3c4no[n+]([O-])c4ccc31)CCCC2	i	-6	-10	-9	-3.4%	-0.23	-0.21	-0.12	0.29	1.7%	-0.03	1165	2	772	2.4	1.9	9.7	0.6	1156
COCCCNCC1C(Oc2ccc(Cl)cc2)C(=O)N1c1ccccc1C (stereo not drawn)	i	13	25	18	-2.2%	1.3	-0.25	0.73	-0.21	1.6%	-0.23	1456	14	541	3.2	2.3	0.5	-0.5	942
CCOC(=O)c1nnn(-c2nonc2N)c1CN1CCc2ccccc2C1	i	-4	1	-1	-0.9%	-1	-0.27	-0.29	0.73	-0.6%	.	.	-14	636	1.8	0.6	32	-1.9	1206

Bioassay records (PubChem BioAssay)
